Compound activity (PubChem BioAssay)
IL1B secr inh = inflammasome signaling inhibition, IL-1 beta readout; THP-1 LPS/ATP IL-1B secretion, AlphaLISA, 16 h; stronger effect = lower value; activity change, % at 57.5 µM; actives 4.7% (n = 360,000); AID 743279; in the data active means activity change below about -50%; inconclusive means mostly about -30% to -49%; further: on the % scale 0 is the no-effect control and ±100 the full control effect
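Secreted IL-1B measured by AlphaLISA bead assay after 16 h compound exposure of THP-1 cells; compounds (final up to 57.5 uM) added 1 h before LPS (250 ng/mL) and ATP (1.25 mM) stimulation; lower signal means less secretion.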
DRD3 antagonist = D3 dopamine receptor (human) antagonism; P35462; D3R cells, DiscoveRx beta-arrestin luminescence, antagonist mode; stronger effect = lower value; max response, negative = inhibition, %; actives 2.5% (n = 360,000); AID 652054; in the data active means max response below about -50%; inconclusive means no clear call, values can overlap the other calls; further: on the % scale 0 is the no-effect control and ±100 the full control effect; mostly tested at two doses, the higher about 12 µM
Target sequence (P35462 whole entry, looked up): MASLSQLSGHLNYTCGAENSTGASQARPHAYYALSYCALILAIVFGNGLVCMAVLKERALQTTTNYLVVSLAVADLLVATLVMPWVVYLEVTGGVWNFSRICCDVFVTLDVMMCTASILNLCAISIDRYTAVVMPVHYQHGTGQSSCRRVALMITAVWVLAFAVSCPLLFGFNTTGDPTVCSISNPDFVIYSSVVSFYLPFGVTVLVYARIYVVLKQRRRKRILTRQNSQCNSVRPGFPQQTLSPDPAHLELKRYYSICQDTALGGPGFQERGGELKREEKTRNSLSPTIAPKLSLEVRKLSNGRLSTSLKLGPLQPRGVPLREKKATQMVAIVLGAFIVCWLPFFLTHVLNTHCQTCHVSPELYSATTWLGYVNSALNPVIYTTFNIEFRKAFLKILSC
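Cells plated overnight at 1500 cells/well, then exposed to library compounds with dopamine controls for 90 minutes at 37 degrees C. DiscoveRx reagent added for 30–60 minutes at room temperature; luminescence read, quantitative HTS format.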
HT1080 IDH1KD tx = kills HT-1080 cells with IDH1 knockdown; HT-1080 IDH1 knockdown viability, ATP luminescence, 48 h; Potency, µM (highest dose often 46.1 µM), without a hit: at the highest dose activity, negative = toxicity, usual class: cytotoxic; actives 2% (n = 360,000); AID 686971;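 further: potency means the concentration at half of the fitted maximal effect; 0% = DMSO wells and -100% = cell-free medium wells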
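Knockdown cells (IDH1KD HT-1080) received compounds 2 h after plating at 750 cells/well and were kept 48 h at 37 °C in 5% FBS RPMI. A CellTiter-Glo luminescence read gave % activity for curve fitting.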
KB-V1 cytotox = kills drug-selected multidrug resistant KB-V1 cells; KB-V1 MDR cells viability, CellTiter-Glo, 72 h; Potency, µM (highest dose often 46.1 µM), without a hit: at the top dose activity change, negative = cytotoxicity, actives largely listed as cytotoxic; actives 3.4% (n = 400,000); further: potency means the concentration at half of the fitted maximal effect; on the % scale 0 is the no-effect control and ±100 the full control effect; nearly all actives have a fitted effect of over 60% in size
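In this primary screen, KB-V1 cells overexpressing P-gp are incubated with library compounds (lowest to highest concentration) for 72 h at 37 degrees C before a luminescent ATP viability read.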
KB-3-1 tox = KB-3-1 parental cell cytotoxicity; actives 1.4% (n = 400,000); Potency, µM (top dose mostly 46.1 µM), without a hit: top-dose activity change, negative = cytotoxic, usual class: cytotoxic; AID 1347075; KB-3-1 viability, CellTiter-Glo ATP luminescence, 72 h; further: potency means the concentration at half of the fitted maximal effect; on the % scale 0 is the no-effect control and ±100 the full control effect; nearly all actives have a fitted effect of over 60% in size
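Parental KB-3-1 adenocarcinoma cells in phenol-red-free DMEM with 10% FBS were pin-treated with compounds at several concentrations, incubated 72 h at 37 °C, and viability read by CellTiter-Glo luminescence; concentration-effect curves were fitted after normalization.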
HT1080NT lethal = kills 2HG-producing HT-1080-NT fibrosarcoma cells | HT-1080-NT fibrosarcoma viability, CellTiter-Glo ATP luminescence, 48 h | AID 686970 | actives 1.6% (n = 360,000) | Potency, µM (highest dose often 46.1 µM), without a hit: top-dose activity, negative = less viability, most hits filed as cytotoxic;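 further: NT is the 2HG producing partner of a matched IDH1 knockdown line; potency means the concentration at half of the fitted maximal effect; 0% = DMSO-treated cells and -100% = media-only wells without cells; nearly all actives have a fitted effect of over 55% in size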
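HT-1080-NT; 750 cells/well; 5% FBS RPMI; 48 h compound, 37 degrees C; CellTiter-Glo luminescence; curve fitting and curve-class assignment.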
SW480 rereplic = DNA re-replication induction in SW480 cells; SW480 DNA re-replication, Hoechst DNA content imaging, 48 h; Potency, µM (series often up to 46.1 µM), inactives show at the highest dose re-replication activation, usual class: activators; actives 1.8% (n = 340,000); AID 624297; further: potency means the concentration at half of the fitted maximal effect; % of control where 0% means no effect; nearly all actives have a fitted effect of over 55% in size
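Readout is total intensity of Hoechst-stained nuclei, excited at 405 nm and collected at 500-530 nm. Compound treatment lasted 48 hr at 37 C in 5% CO2 before staining.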
GLP1R ag = GLP-1 receptor (human) agonism. AID 624172. HEK293 GLP-1R CRE-luciferase, luminescence, 4-6 h; cells express a hypersensitive GLP-1R form. Potency, µM (doses to about 45.6 µM), for the others: at the top dose activation, actives largely listed as activators. actives 0.007% (n = 380,000); further: potency means the concentration at half of the fitted maximal effect; % of control where 0% means no effect
Target sequence (P43220 whole entry, looked up): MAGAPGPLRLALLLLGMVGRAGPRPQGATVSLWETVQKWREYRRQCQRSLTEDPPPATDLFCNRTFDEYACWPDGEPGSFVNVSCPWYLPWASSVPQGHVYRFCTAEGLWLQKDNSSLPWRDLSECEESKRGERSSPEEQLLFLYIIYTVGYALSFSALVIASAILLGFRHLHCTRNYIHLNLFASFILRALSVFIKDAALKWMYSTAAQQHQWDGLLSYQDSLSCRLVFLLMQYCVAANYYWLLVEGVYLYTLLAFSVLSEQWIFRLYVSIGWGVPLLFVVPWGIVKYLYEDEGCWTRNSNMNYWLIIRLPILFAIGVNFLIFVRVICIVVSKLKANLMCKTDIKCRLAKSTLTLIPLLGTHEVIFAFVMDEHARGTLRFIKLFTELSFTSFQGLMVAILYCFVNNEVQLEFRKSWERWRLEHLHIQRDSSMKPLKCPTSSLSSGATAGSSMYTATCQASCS
D3 ag = D3 dopamine receptor (human) agonism. P35462. D3R DiscoveRx beta-arrestin cells, luminescence, 90 min. actives 0.58% (n = 410,000). AID 652048. max activation, %; in the data active means max activation above about 30%; further: 0% is about no effect; mostly tested at two doses, the higher about 12 µM
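Agonist mode: compounds and dopamine controls were applied to plated cells for 90 min at 37 degrees C after an overnight attachment at 1500 cells/well. Luminescent read-out followed 30 - 60 minutes at room temperature with DiscoveRx detection reagent.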
Starred values were filed as active, the others as inactive; ? = inconclusive; . = no result given; & = joins results of further samples; ! = repeats disagree; [ ] = remark or other dose. Unless noted, the call rests on the fitted dose curve; in most records, active means well fitted curve in the direction sought with a large enough effect; inconclusive means small, poorly fitted or top-dose-only effect, or another doubt; inactive means no such curve, though single readings can be large; an effect the other way counts as inactive or inconclusive. Only part of the results is shown; rates above refer to the full screens.

nr | SMILES | GLP1R ag | DRD3 antagonist | SW480 rereplic | HT1080 IDH1KD tx | KB-3-1 tox | KB-V1 cytotox | HT1080NT lethal | IL1B secr inh | D3 ag
1 | CN1CCC(=C2c3ccccc3CCc3sccc32)CC1 | -4%&-2% | -91* | 12%&4% | ? | 0% | ? | 18µM* | 0 | -80&-18
2 | O=C1N(c2ccccc2)c2ccccc2C1(Cc1ccncc1)Cc1ccncc1 | -1%&6% | 18 | -6%&11% | -5% | 0% | -15% | -2% | 15 | 1&-17
3 | CC(=O)[C@H]1CC[C@H]2[C@@H]3C[C@H](C)C4=CC(=O)CC[C@]4(C)[C@H]3[C@@H](O)C[C@]12C | 2% | -24 | -35%&-9% | -2% | -12% | ? | 1% | ? | -13&9
4 | CCCOc1ccccc1-c1nc2n[nH]nc2c(=O)[nH]1 | -1%&2% | -12 | ? | -2% | 0% | 3% | 20% | 19 | -8&-17
5 | CCOC(=O)C1(CCOc2ccccc2)CCN(Cc2ccc(O)c(Cl)c2)CC1 | 7% | -69* | 0% | -8% | 0% | 2% | -12% | -24 | -17
6 | COc1ccccc1OCC(O)COC(N)=O (stereo not given) | -2% | 4 | 0%&-15% | 4% | 0% | 3% | -23% | -3 | -20&0
7 | CCCn1ncc(CN2CCCC(C(=O)c3cccc(OC(C)C)c3)C2)c1C (stereo not given) | 19% | -17 | -3% | 3% | -1% | ? | 12% | -20 | -16
8 | O=C(O)[C@@H]1[C@H]2C[C@H]3c4[nH]c5ccccc5c4CCN3C[C@@H]2CC[C@@H]1O | 1% | -61* | -5% | 10% | 0% | 9% | 5% | 12 | -71&-19

New compounds follow.
nr | SMILES | GLP1R ag | DRD3 antagonist | SW480 rereplic | HT1080 IDH1KD tx | KB-3-1 tox | KB-V1 cytotox | HT1080NT lethal | IL1B secr inh | D3 ag
9 | CC(=O)O[C@]1(C(C)=O)CC[C@H]2[C@@H]3C=C(Cl)C4=CC(=O)[C@@H]5C[C@@H]5[C@]4(C)[C@H]3CC[C@@]21C | 10%&8%&5% | -85*! | 1%&-6%&5% | 0%&-15% | 0%&0% | ? | -15%&-8% | -4&-15 | 14&11&-8
10 | O=C1NCC2(CCN(CCc3ccccc3)CC2)O1 | -4%&30% | 8 | 0%&-54% | 1% | 0% | 0% | -3% | 10 | -10&2
11 | Cc1c(C(=O)O)c(O)cc2c1C(=O)c1c(O)c([C@H]3O[C@H](CO)[C@@H](O)[C@H](O)[C@H]3O)c(O)c(O)c1C2=O | -1% | . | -11% | . | -22% | -32% | . | . | .
12 | N=C(N=C(N)N)N1CCOCC1 | -3% | -2 | -38%[inhibitor] | 3% | 0% | 14% | -3% | -17 | -14&-6
13 | CCC[C@H](N[C@@H](C)C(=O)N1[C@H](C(=O)O)C[C@@H]2CCCC[C@@H]21)C(=O)OCC | -2% | 0 | 13% | ? | 0% | 0% | ? | 17 | 9&-2
14 | c1ccc2c(CC3=NCCN3)cccc2c1 | -1%&-5% | 8 | -17%&3% | -1% | 0% | 5% | ? | 22 | -8&-2&-3&-3
15 | Nc1ccc(C(=O)Nc2ccccc2N)cc1 | ? | 5 | ? | -6% | ? | ? | -9% | -21 | 8&5
16 | Nc1nccs1 | 13% | . | 1% | 13%[92.2 µM] | . | . | 12%[92.2 µM] | . | 7

Overlap with the part before: 2 entries; new compounds follow.
nr | SMILES | GLP1R ag | DRD3 antagonist | SW480 rereplic | HT1080 IDH1KD tx | KB-3-1 tox | KB-V1 cytotox | HT1080NT lethal | IL1B secr inh | D3 ag
15 | Nc1ccc(C(=O)Nc2ccccc2N)cc1 | ? | 5 | ? | -6% | ? | ? | -9% | -21 | 8&5
16 | Nc1nccs1 | 13% | . | 1% | 13%[92.2 µM] | . | . | 12%[92.2 µM] | . | 7
17 | CC1(C)OC2CC3C4CC(F)C5=CC(=O)C=CC5(C)C4(F)C(O)CC3(C)C2(C(=O)CO)O1 (stereo not given) | 3% | 11 | -3% | 35% | -4% | 8% | ? | -50* | -6
18 | C=C1c2cccc(O)c2C(=O)C2C(=O)[C@]3(O)C(=O)C(C(N)=O)C(=O)[C@@H](N(C)C)[C@@H]3[C@@H](O)[C@H]12 (stereo not given in full) | -6% | 15 | -16% | ? | 0% | -4% | -15% | 11 | 18
19 | COc1c(O)cc2c(c1O)C1OC(CO)C(O)C(O)C1OC2=O (stereo not given) | 6% | 8 | 5% | 7% | 0% | -1% | -8% | 24 | 17
20 | CC(C)=CC(=O)O[C@@H]1Cc2cc3ccc(=O)oc3cc2OC1(C)C | 31% | 12 | -6% | -8% | ? | ? | ? | -1 | 14
21 | COc1cccc(CCc2ccccc2OCC(CN(C)C)OC(=O)CCC(=O)O)c1 (stereo not given) | -4% | . | 30µM* | . | 0% | -7% | . | . | -17
22 | NS(=O)(=O)c1cc2c(cc1C(F)(F)F)NC(Cc1ccccc1)NS2(=O)=O (stereo not given) | ? | 0 | -1%&-9% | 10% | 0% | 8% | 8% | 0 | -21&10
23 | Cc1nc2c3ccccc3nc(NNC(=O)CCC(=O)N3CCN(c4ccccc4)CC3)n2n1 | 0% | -9 | -4% | 0% | 0%&7% | 24%&6% | 0% | 8 | 1&-3
24 | CCCCCCCCO | 1% | 0 | 3% | 6% | 0% | 0% | 29% | 18 | 5

Later entries:
nr | SMILES | GLP1R ag | DRD3 antagonist | SW480 rereplic | HT1080 IDH1KD tx | KB-3-1 tox | KB-V1 cytotox | HT1080NT lethal | IL1B secr inh | D3 ag
25 | CC(C)Cn1cnc2c1c(=O)n(C)c(=O)n2C | 9%&15% | 4 | 4%&-6% | -4% | 0% | ? | -17% | -15 | 22&-1
26 | O=c1cc[nH]c(=O)[nH]1 | 7%&-4% | -12 | -38%&-3%[inhibitor] | 11% | 0% | 11% | 3% | 2 | -5&4
27 | CC1=NN(c2ccccc2)C(=O)C1 | 13%&-7% | -12 | 3%&-106%&9% | 15% | 0% | 18% | ? | 20 | 0&8
28 | COc1cncc(C#Cc2ccccn2)c1 | -4% | 5 | . | 1% | 5% | -30% | 28% | -28 | -5
29 | CC(=O)N1C[C@H](O)C[C@H]1C(=O)O | -2% | -28 | -42% | 2% | 0% | 1% | 1% | 20 | -14&2
30 | CN(C)CCCN1c2ccccc2Sc2ccccc21 | 6% | -105* | ? | ? | 0% | ? | ? | ? | -84&-23
31 | Nc1cc(-c2ccncc2)c[nH]c1=O | -5%&16% | 5 | -59%&-1%&3%[inhibitor] | 4% | 0% | ? | 27% | 19 | 13&5
32 | O=C(CCN1C(=O)CSc2ccccc21)Nc1ccc(C(F)(F)F)cc1 | -5% | ? | 3% | 1% | -4% | -2% | 2% | -11 | -24

Remaining list, next part:
nr | SMILES | GLP1R ag | DRD3 antagonist | SW480 rereplic | HT1080 IDH1KD tx | KB-3-1 tox | KB-V1 cytotox | HT1080NT lethal | IL1B secr inh | D3 ag
33 | CC1(C)O[C@H]2CC(=O)OCC23[C@H]2CC[C@@]4(C)[C@H](c5ccoc5)OC(=O)[C@H]5O[C@]54[C@]2(C)C(=O)C[C@@H]13 (stereo not given in full) | 1% | 8 | -14% | -2% | 11% | 0% | 7% | -3 | -3
34 | Cc1coc2c1C(=O)C(=O)c1c-2ccc2c1CCCC2(C)C | -2% | -16 | 8% | -17% | 6.5µM* | 7.3µM* | -17% | 31 | 0
35 | Cc1cc(C)nc(/N=C(\N)Nc2ccc(S(N)(=O)=O)cc2)n1 | -1% | 10 | 6% | -1% | 2% | 6% | -13% | 34 | 3
36 | CCOc1ccc(S(=O)(=O)N2CCCCCC2)c2ccccc12 | 16% | -10 | 13% | ? | -5% | -22% | -21%[9.24 µM] | -5 | -2
37 | C/C=C/C=N\NC(=O)c1ccncc1 | 20% | 13 | -81%[inhibitor] | -5% | 0% | 9% | 10% | 18 | 20

Part of the list above in order of length of the SMILES, falling:
nr | SMILES | GLP1R ag | DRD3 antagonist | SW480 rereplic | HT1080 IDH1KD tx | KB-3-1 tox | KB-V1 cytotox | HT1080NT lethal | IL1B secr inh | D3 ag
11 | Cc1c(C(=O)O)c(O)cc2c1C(=O)c1c(O)c([C@H]3O[C@H](CO)[C@@H](O)[C@H](O)[C@H]3O)c(O)c(O)c1C2=O | -1% | . | -11% | . | -22% | -32% | . | . | .
20 | CC(C)=CC(=O)O[C@@H]1Cc2cc3ccc(=O)oc3cc2OC1(C)C | 31% | 12 | -6% | -8% | ? | ? | ? | -1 | 14
4 | CCCOc1ccccc1-c1nc2n[nH]nc2c(=O)[nH]1 | -1%&2% | -12 | ? | -2% | 0% | 3% | 20% | 19 | -8&-17
6 | COc1ccccc1OCC(O)COC(N)=O (stereo not given) | -2% | 4 | 0%&-15% | 4% | 0% | 3% | -23% | -3 | -20&0
